# IMPase inh – IMPase inhibition in cells; P97697; CHO-M1 cells, IP1 accumulation, HTRF TR-FRET ratio; inhibition (IP1 accumulation), % at 46.1 µM; 120,000 tested, under 10 active; AID 901; active = well fitted curve in the direction sought with a large enough effect in the signal ratio, not every such curve was filed as active; inconclusive = small, poorly fitted or top-dose-only effect, or a change in a side signal; inactive = no such curve, though single readings can be large or run the other way; the % refers to the signal ratio;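 also: cells stimulated with carbachol in lithium chloride buffer; plate controls were DMSO basal wells for no effect and reference inhibitor wells for full effect; higher means more IMPase inhibition seen as more IP1 and lower FRET ratio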
# Target sequence (P97697 whole entry, looked up): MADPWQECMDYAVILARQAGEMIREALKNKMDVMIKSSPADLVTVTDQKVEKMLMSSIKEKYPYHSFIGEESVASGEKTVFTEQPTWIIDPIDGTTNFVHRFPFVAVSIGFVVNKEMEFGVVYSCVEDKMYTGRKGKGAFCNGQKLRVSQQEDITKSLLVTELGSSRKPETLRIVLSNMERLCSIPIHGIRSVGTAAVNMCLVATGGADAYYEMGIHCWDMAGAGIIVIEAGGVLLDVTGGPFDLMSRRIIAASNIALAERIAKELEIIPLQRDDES
#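 Elevated IP1 in lysates lowers TR-FRET signal (665/620 ratio and 620 channel reported). Cells were CHO-M1, given carbachol (50 uM as added) plus 50mM LiCl, pH 7.4, 30 min, 37C; compounds titrated up to 46 uM; AC50 by Hill equation.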
# PNC inhibitor – blocks assembly of the perinucleolar compartment; actives 3.1% (n = 140,000); AID 2417; PC3M PTB-GFP, PNC prevalence imaging, 16 h; stronger effect = lower value; activity change (PNC), negative = inhibition, % at 10 µM;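 active = readout at or below -70, meaning at least 70% loss of cells showing the perinucleolar compartment, a nuclear body marking cancer cells; inconclusive = readout between -30 and a set limit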;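 also: plate controls were DMSO wells for no effect and camptothecin positive control wells for full effect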
#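 Read-out is percentage of cells bearing a perinucleolar compartment, from automated 20x imaging of fixed, Hoechst-stained PC3M PTB-GFP cells. Cells were seeded 4 h, then exposed 16 h to compound (23 nl of library stock) in duplicate plates.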
# 12-hLO inh – blocks human 12-lipoxygenase activity. actives 0.12% (n = 150,000). Potency, µM (top dose mostly 57.1 µM), inactives show at the top dose activity change, negative = inhibition, most hits filed as inhibitors. P18054. purified 12-hLO, xylenol orange hydroperoxide absorbance; also: potency is read from the fitted curve at half-maximal effect; nearly all actives have a fitted effect of over 55% in size; many of its hits are not listed in these tables
#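 Hydroperoxide output read as Fe(III)-xylenol orange absorbance, 573-to-405 nm ratio, after 30 min reaction with 40 uM arachidonic acid. Enzyme: 150 nM purified human 12hLO, 15 min compound preincubation; 25 mM Hepes pH 7.0, room temperature.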
# 15-hLO-2 inh – 15-hLO-2 (ALOX15B) enzyme inhibition; O15296; purified 15hLO-2, xylenol orange hydroperoxide absorbance; Potency, µM (titrated, usually from 57.1 µM), without a hit: top-dose activity change, negative = inhibition, actives largely listed as inhibitors; actives 0.56% (n = 110,000); AID 881; also: potency is read from the fitted curve at half-maximal effect; nearly all actives have a fitted effect of over 60% in size; many of its hits are not listed in these tables
# Target sequence (O15296 whole entry, looked up): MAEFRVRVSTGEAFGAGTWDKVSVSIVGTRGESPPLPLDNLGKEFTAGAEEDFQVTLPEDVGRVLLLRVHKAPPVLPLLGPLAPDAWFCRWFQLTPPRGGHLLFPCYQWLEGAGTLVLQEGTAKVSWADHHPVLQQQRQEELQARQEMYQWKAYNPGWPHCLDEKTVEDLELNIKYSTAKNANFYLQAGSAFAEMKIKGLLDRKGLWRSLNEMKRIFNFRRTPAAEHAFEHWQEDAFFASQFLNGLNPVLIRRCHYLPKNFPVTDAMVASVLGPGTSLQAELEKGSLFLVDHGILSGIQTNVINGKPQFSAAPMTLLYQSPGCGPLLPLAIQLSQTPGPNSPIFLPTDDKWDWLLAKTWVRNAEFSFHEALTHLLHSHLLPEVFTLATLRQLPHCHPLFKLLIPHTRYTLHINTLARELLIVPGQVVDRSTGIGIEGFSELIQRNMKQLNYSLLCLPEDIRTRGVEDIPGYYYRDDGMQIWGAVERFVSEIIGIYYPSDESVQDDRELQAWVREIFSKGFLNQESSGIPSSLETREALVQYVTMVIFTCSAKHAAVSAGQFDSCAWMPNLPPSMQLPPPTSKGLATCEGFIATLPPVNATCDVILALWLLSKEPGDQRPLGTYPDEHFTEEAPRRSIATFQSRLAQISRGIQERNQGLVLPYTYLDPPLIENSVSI
#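 Screening format was qHTS against 50 nM purified 15hLO-2 in Hepes pH 7.5 with detergent. Activity follows hydroperoxide formation from 45 uM arachidonic acid, measured as 573:405 nm absorbance ratio of the ferric-xylenol orange complex.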
# The depositor's hits bear a star; ? = inconclusive; / = no result given; [ ] = another dose, or the depositor's remark. Unless noted, calls follow the shape of the dose curve; as a rule, active = well fitted curve in the direction sought with a large enough effect; inconclusive = small, poorly fitted or top-dose-only effect, or another doubt; inactive = no such curve, though single readings can be large; an effect the other way counts as inactive or inconclusive. Unless noted, % is scaled to controls: 0 for no effect and ±100 for the full control effect. Some of the compounds tested; the hit share may differ from the screen's.
molecule	IMPase inh	PNC inhibitor	12-hLO inh	15-hLO-2 inh
CCN(CC)S(=O)(=O)c1ccc(N=Nc2c(C)[nH]n(C(N)=S)c2=O)cc1	8.5	37.3	-19.6%	/
Cc1nnc(NC(=O)CCCN2C(=O)c3ccccc3C2=O)s1	2.4	?	3.4%	-1.4%
O=C(CSc1ccccc1)Nc1nnc(COc2ccc(Cl)cc2)s1	/	23.6	-0.8%	/
COC(=O)c1ccccc1CON1C(=O)C(C)(C)N(OCc2ccccc2C(=O)OC)C(=O)C1(C)C	4.0	72.1	1.9%	?
CC(C)C(=O)Nc1cccc(C(=O)Nc2nncs2)c1	-4.1	22.1	-1.6%	1.0%
CCNC(=O)CC1C(=O)N(c2ccccc2)C(=O)N1CCC(C)C (stereo not drawn)	1.2	17.4	4.6%	-3.7%
Cc1ccc(Oc2nccc(-c3ccc(Cl)cc3)n2)cc1	2.0	-20.9	-10.0%	3.8%
CCOc1ccc(S(=O)(=O)n2nc(C)cc2C)c2ccccc12	1.6	?	1.5%	4.2%
C=CCNC(=O)/C(=C\c1ccc([N+](=O)[O-])cc1)NC(C)=O	0.5	84.8	8.4%	11.8%
CCCn1c(C)cc(C(=O)COc2ccc(S(=O)(=O)N(CC)CC)cc2[N+](=O)[O-])c1C	/	-2.0	-6.9%	/
CC(=O)c1cc2c(cc1NC(=O)CCCC(=O)O)OCO2	-0.2	23.3	-0.4%	5.7%
O=C(c1cc2ncc(CCCl)cn2n1)N1CCCCCC1	/	20.4	2.2%	/

# Whole records from above:
# CCN(CC)S(=O)(=O)c1ccc(N=Nc2c(C)[nH]n(C(N)=S)c2=O)cc1 reads IMPase inh: 8.5; PNC inhibitor: 37.3; 12-hLO inh: -19.6%; 15-hLO-2 inh: /
# CCOc1ccc(S(=O)(=O)n2nc(C)cc2C)c2ccccc12 reads IMPase inh: 1.6; PNC inhibitor: ?; 12-hLO inh: 1.5%; 15-hLO-2 inh: 4.2%

# More results:
molecule	IMPase inh	PNC inhibitor	12-hLO inh	15-hLO-2 inh
O=S(=O)(c1ccc(SCCO)nc1)N1CCCC1	-4.8	43.3	5.7%	0.7%
CCC(=O)OCCn1c(Br)nc2c1c(=O)[nH]c(=O)n2C	2.0	-10.7	1.6%	10.6%
CCNC(=O)/C(=C\c1ccc2c(c1)OCO2)NC(=O)c1ccc(Br)cc1	15.0	4.2	-0.6%	-13.9%
Cn1c(NCc2c(O)ccc3ccccc23)nc2ccccc21	1.9	51.0	1.9%	28.9%
CCC(=O)N1CCN(c2nc(-c3ccccc3)c3c(c2C#N)CCCC3)CC1	6.6	-6.9	0.9%	4.3%
COc1ccc(N(C(=O)c2ccco2)S(=O)(=O)c2ccccc2)cc1	-10.9	?	-3.2%	0.2%
CCOC(=O)CCC(=O)NCc1ccc2c(c1)cc(C)n2C	2.4	51.8	-1.7%	-6.8%
COc1cc(SC#N)ccc1N=Cc1c(C)[nH]n(-c2ccc(C)cc2)c1=O	13.0	-5.4	-2.6%	/
C=CCn1c(SCc2nc3cc(C(=O)OC)ccc3c(=O)[nH]2)nc2sc(CC)cc2c1=O	/	63.5	4.2%	/
O=C1OCC/C1=C\c1ccccc1O	-4.5	2.3	0.9%	3.2%
CCC(=O)c1ccc(OCC(O)CN(C)C2CCCCC2)cc1 (stereo not drawn)	4.0	?	-1.6%	0.4%[2.29 µM]
Clc1ccc(C2=NNC(=NCc3ccc4c(c3)OCO4)SC2)cc1	-5.7	?	-1.7%	/
O=C(CCN1CCN(c2ccccc2)CC1)Nc1ccc(OCc2ccccc2)cc1	-2.0	17.4	2.6%	6.1%
Cc1nc(NCc2ccccc2)c2nc(-c3ccccc3)n(C(C)CN(C)C)c2n1 (stereo not drawn)	/	/	-4.9%	45.1%[activator]
Cc1ccc(-n2nc(C(=O)O)nc2-c2ccccc2)cc1	-7.9	20.4	16.4%	1.8%
CCOC(=O)N1CCC(N2Cc3cccc(C(=O)NC(C)c4ccc5c(c4)OCCO5)c3C2=O)CC1 (stereo not drawn)	3.5	-14.6	-1.9%	-2.8%
O=C(CCN1CCCCCC1)Nc1cccc(Cl)c1	-9.6	-27.2	-1.1%	9.3%
Cc1ccc(Nc2nnc(SCC3CCCCO3)s2)cc1 (stereo not drawn)	-0.2	?	-0.7%	/
COc1ccc(-c2cc(C(=O)N/N=C/c3ccc(OC)c(COCC(F)(F)C(F)F)c3)c3ccccc3n2)c(OC)c1	5.7	-13.4	-10.1%	-8.7%
Cc1ccc(C)c(OC(=O)c2cncc(Br)c2)c1	/	-7.1	1.3%	/
CC(CN1CCCCC1)OC(=O)c1ccc(Cl)cc1Cl (stereo not drawn)	5.9	1.1	-1.1%	20.2%
O=C(c1ccco1)N1CCN(C(=O)c2ccccc2OC(=O)C23CC4CC(CC(C4)C2)C3)CC1	7.0	8.3	-0.4%	-2.3%
Cc1ccc(S(N)(=O)=O)cc1NC(=O)C1CC2CCC1C2 (stereo not drawn)	-2.8	40.8	7.3%	2.3%
CCOC(=O)C(C)On1c(-c2cccc(Cl)c2)nc2ccc([N+](=O)[O-])cc21 (stereo not drawn)	3.5	-21.0	-7.7%	0.7%
Cc1cc(NC(=O)CSc2nnc(Nc3ccccc3)s2)no1	4.3	-1.3	4.4%	-14.0%
CC1Cc2ccccc2N1S(=O)(=O)c1cccs1 (stereo not drawn)	16.2	56.3	-7.1%	-3.5%
Cc1nc2sc3c(c2c(=O)[nH]1)CCCC3	/	/	3.9%[11.4 µM]	-7.0%[11.4 µM]
CC1CCCC(N2CCN(C(=O)c3cccc(F)c3)CC2)C1 (stereo not drawn)	2.1	15.8	-6.7%	-4.3%
COc1ccc(CN2CCN(c3cccc(C)c3C)CC2)cc1OC	9.4	34.8	-1.5%	21.9%
COc1cc(C(=O)N/N=c2/sc3ccccc3n2C)cc(OC)c1OC	/	-14.9	1.1%	/
COCc1cc(C)nc(SCC(=O)Nc2cccc(C)c2C)c1C#N	-10.4	38.0	1.4%	-1.1%
CC(C)c1ccc(S(=O)(=O)N2CCN(CC(=O)Nc3ccc4c(c3)OCO4)CC2)cc1	4.9	-18.0	-0.5%	-3.5%
CCS(=O)(=O)N1CCC(c2nc(-c3ccc(C(F)(F)F)cc3)no2)CC1	3.2	-4.0	3.7%	0.7%
C=CCn1c(CSc2nc3ccccc3s2)nnc1SCC(=O)NCc1cccnc1	-2.7	?	-0.6%	/
O=C(N/N=C\c1cc(Br)c(Br)o1)c1cncc(Br)c1	-10.0	2.4	-0.5%	/
CCOC(=O)c1c(/N=C/C2C(=O)CC(C)(C)CC2=O)sc(C)c1C	/	?	-0.5%	/
CC1CCCCN1C(=O)C1CC(c2ccc(F)cc2)=NO1 (stereo not drawn)	0.1	?	-6.4%	2.1%
O=[N+]([O-])c1cc(Cc2ccccc2)cc(C=Nc2ccc(N3CCOCC3)cc2)c1O	/	-21.4	-2.0%	/
Cn1cnnc1SCc1ccc(-c2ccc(Br)cc2)o1	-3.2	30.8	?	?
CCCc1cc2c(n1CCc1ccc(Cl)cc1)C(C)C1CN(C(=O)c3ccccc3)C(C)(C(=O)OC)C21 (stereo not drawn)	/	/	-8.4%	-13.5%
Cn1nc(-c2ccccc2)c(COC(=O)c2cccc(Cl)c2)c1S(=O)(=O)c1ccccc1	2.9	31.0	0.4%	4.7%
CCN1C(=O)/C(=C2\SC(N3CCCCC3)=NC2=O)c2ccccc21	8.9	-25.2	-5.6%	-23.6%
Cc1ccc2c(c1)nnn2C1CCN(CC(=O)Nc2ccc3c(c2)OCCO3)CC1	7.6	13.6	-6.4%	14.3%
COc1cc(SC)ccc1C(=O)NCC1CCCO1 (stereo not drawn)	-0.8	16.3	-2.8%	0.3%
Cc1cccc(C)c1NC(=O)c1ccc(-n2cnnn2)cc1	-13.4	-21.6	-6.5%	-1.4%
Clc1ccc(Sc2ccc(/C=N/n3cnnc3)o2)cc1	-1.9	-2.8	2.4%	3.5%
CC1(c2ccccc2)CC(C)(C)N2C(=O)C3(C(C#N)=C(N)Oc4cc(O)ccc43)c3cccc1c32 (stereo not drawn)	-1.5	-29.5	-11.1%	-23.1%
CCOC(=O)CNC(=O)C(Cc1ccccc1)NS(=O)(=O)c1cccs1 (stereo not drawn)	1.8	20.5	-1.8%	-4.6%
COc1ccc(-c2nc3cnc(OC)nc3n(C3CC3)c2=O)cc1	/	/	1.1%	15.0%
CN1C[C@@H]2C(c3ccccc3)C3(c4cccnc4)CC2(C3)[C@H]1c1ccccc1 (stereo partly drawn)	/	/	-0.2%	43.9%[activator]
Cc1cc(C2(c3cc(C)c(O)cc3C)OS(=O)(=O)c3ccccc32)c(C)cc1O	/	/	-4.3%	-23.1%
Cc1cc(C)nc(N2C(=O)CC(C(C)c3ccccc3)C2=O)n1 (stereo not drawn)	6.5	21.2	-0.5%	-1.4%
NC(=O)C1CCCN(C(=O)NC2CCCCC2)C1 (stereo not drawn)	6.7	?	8.3%	-1.0%
Nc1ncnc2nn([C@H]3O[C@@H](CO)[C@@H](O)[C@H]3O)nc12	/	/	-1.6%[11.4 µM]	-7.5%[11.4 µM]
C=CCn1c(P(=O)(O)c2ccccc2)nc2ccccc21	1.5	9.6	5.0%	-5.5%
O=C(Nc1ccc(Cl)cc1)Nc1cc(S(=O)(=O)N2CCOCC2)ccc1N1CCCC1	/	?	5.4%	/
Cc1cc2cc(CN(Cc3cccs3)C(c3nnnn3C(C)(C)C)C(C)C)c3nnnn3c2cc1C (stereo not drawn)	?	260.0	12.6%	/
O=S(=O)(Nc1ccc2c(c1)OCCO2)c1cccc2nsnc12	10.9	-3.0	-2.7%	-6.6%
Cc1cc(S(=O)(=O)Nc2ccc(C(=O)N3CCN(C(=O)c4ccco4)CC3)cc2)ccc1F	-5.8	?	-7.3%	-3.6%
CC1=C(C(=O)OC(C)C)C(c2ccccc2)NC(=S)N1C (stereo not drawn)	/	?	?	/
COc1ccccc1Oc1nc(-c2ccccc2)cc(C)c1S(C)(=O)=O	1.6	-14.3	-4.1%	11.0%

# Filtered by structure, the entries above containing a Cl atom.
molecule	IMPase inh	PNC inhibitor	12-hLO inh	15-hLO-2 inh
O=C(CSc1ccccc1)Nc1nnc(COc2ccc(Cl)cc2)s1	/	23.6	-0.8%	/
Cc1ccc(Oc2nccc(-c3ccc(Cl)cc3)n2)cc1	2.0	-20.9	-10.0%	3.8%
O=C(c1cc2ncc(CCCl)cn2n1)N1CCCCCC1	/	20.4	2.2%	/
Clc1ccc(C2=NNC(=NCc3ccc4c(c3)OCO4)SC2)cc1	-5.7	?	-1.7%	/
O=C(CCN1CCCCCC1)Nc1cccc(Cl)c1	-9.6	-27.2	-1.1%	9.3%
CC(CN1CCCCC1)OC(=O)c1ccc(Cl)cc1Cl (stereo not drawn)	5.9	1.1	-1.1%	20.2%
CCOC(=O)C(C)On1c(-c2cccc(Cl)c2)nc2ccc([N+](=O)[O-])cc21 (stereo not drawn)	3.5	-21.0	-7.7%	0.7%
CCCc1cc2c(n1CCc1ccc(Cl)cc1)C(C)C1CN(C(=O)c3ccccc3)C(C)(C(=O)OC)C21 (stereo not drawn)	/	/	-8.4%	-13.5%
Cn1nc(-c2ccccc2)c(COC(=O)c2cccc(Cl)c2)c1S(=O)(=O)c1ccccc1	2.9	31.0	0.4%	4.7%
Clc1ccc(Sc2ccc(/C=N/n3cnnc3)o2)cc1	-1.9	-2.8	2.4%	3.5%
O=C(Nc1ccc(Cl)cc1)Nc1cc(S(=O)(=O)N2CCOCC2)ccc1N1CCCC1	/	?	5.4%	/
